# Screens (PubChem)
# ELG1 repair inh: blocks ELG1-dependent DNA repair in HEK293T cells; HEK293T ELG1-luciferase reporter, luminescence, 16 h; DNA damage induced by 5-fluorouridine; Potency, µM (series often up to 46.1 µM), without a hit: at the top dose activity change, negative = inhibition, usual class: inhibitors; hit rate 2.3% among 330,000; further: potency means the concentration at half of the fitted maximal effect; on the % scale 0 is the no-effect control and ±100 the full control effect; nearly all actives have a fitted effect of over 55% in size
#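 Cells (2,000 per well) received 5-fluorouridine plus test compound or DMSO and were incubated 16 hr at 37 °C, 5% CO2. Luciferase activity was read by luminescence 30 min after ONE-Glo addition; signal suppression marked inhibition of damage-induced ELG1 function.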
# TRPV1 ag: human TRPV1 agonism. Q8NER1. TRPV1-expressing cells, Fluo-8 calcium influx, agonist mode. activation, % at 8.33 µM. hit rate 0.19% among 320,000; in the data active means activation above about 80%; inconclusive means between about 30% and that limit; further: 0% is about no effect
# Target sequence (Q8NER1 whole entry, looked up): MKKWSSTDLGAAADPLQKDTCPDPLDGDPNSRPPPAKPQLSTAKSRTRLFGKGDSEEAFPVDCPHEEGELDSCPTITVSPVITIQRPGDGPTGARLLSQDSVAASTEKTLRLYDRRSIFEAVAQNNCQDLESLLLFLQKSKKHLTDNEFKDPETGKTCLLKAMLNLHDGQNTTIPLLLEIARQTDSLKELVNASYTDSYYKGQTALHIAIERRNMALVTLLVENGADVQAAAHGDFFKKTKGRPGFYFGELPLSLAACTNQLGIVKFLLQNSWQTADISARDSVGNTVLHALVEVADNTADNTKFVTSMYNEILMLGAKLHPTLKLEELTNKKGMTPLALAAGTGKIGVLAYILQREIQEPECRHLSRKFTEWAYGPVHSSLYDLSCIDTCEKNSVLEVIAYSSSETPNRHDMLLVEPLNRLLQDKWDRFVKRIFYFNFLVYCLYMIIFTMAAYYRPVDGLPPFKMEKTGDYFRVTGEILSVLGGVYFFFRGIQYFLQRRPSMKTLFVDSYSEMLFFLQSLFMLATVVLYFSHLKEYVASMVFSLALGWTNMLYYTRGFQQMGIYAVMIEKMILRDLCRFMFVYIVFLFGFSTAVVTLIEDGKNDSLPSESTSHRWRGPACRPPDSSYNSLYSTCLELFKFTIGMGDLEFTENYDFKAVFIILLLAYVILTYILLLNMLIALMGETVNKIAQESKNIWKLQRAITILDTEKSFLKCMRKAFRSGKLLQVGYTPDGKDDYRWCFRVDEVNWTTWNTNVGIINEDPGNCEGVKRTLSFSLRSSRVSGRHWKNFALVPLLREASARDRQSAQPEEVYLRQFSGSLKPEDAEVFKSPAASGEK
#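 TRPV1-expressing cells were cultured overnight at 35.5C and loaded with Fluo-8 calcium dye for 40 to 90 min at room temperature. After a 10 s baseline, compound was added and calcium influx was read kinetically for 3 min (ex 480/em 520 nm).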
# NPC1 promoter act: NPC1 promoter activation; Huh7 NPC1 promoter luciferase reporter, 24 h; Potency, µM (titrated, usually from 9.22 µM), without a hit: top-dose activation, usual class: activators; hit rate 2.4% among 320,000; AID 485313;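 further: potency means the concentration at half of the fitted maximal effect; % of control where 0% means no effect; nearly all actives have a fitted effect of over 60% in size; reporter is driven by a mutant NPC1 promoter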
#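 Readout is luciferase luminescence, reflecting NPC1 promoter activation in stably transfected Huh7 cells after 24 h compound exposure at 37 °C in reduced-serum medium with 10% FBS.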
# FLuc counter: firefly luciferase modulation, counter-screen for miR-21 project; P08659; purified FLuc, Km substrates, luminescence inhibition; Potency, µM (top dose mostly 57.5 µM), without a hit: top-dose activity change, negative = inhibition, actives largely listed as inhibitors; hit rate 6.9% among 360,000; AID 588342;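 further: potency means the concentration at half of the fitted maximal effect; plate controls were vehicle for no effect and reference inhibitor for full effect; nearly all actives have a fitted effect of over 55% in size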
#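 Purified P. pyralis luciferase, 10 nM final, with Km-level 10 uM D-luciferin and 10 uM ATP in 50 mM Tris acetate pH 7.5, 10 mM Mg acetate, 0.01% Tween-20, 0.05% BSA; 6-point qHTS titration about 60 µM downward; luminescence read.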
# RORgamma inh: inhibitors of mouse ROR gamma transcriptional activity | P51450 | Drosophila S2 Gal4-RORgamma UAS-luciferase reporter, 20 h | Potency, µM (highest dose often 53.6 µM), without a hit: at the top dose activity change, negative = inhibition, actives largely listed as inhibitors | hit rate 5.4% among 310,000; further: potency means the concentration at half of the fitted maximal effect; on the % scale 0 is the no-effect control and ±100 the full control effect; nearly all actives have a fitted effect of over 60% in size
#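 Schneider cells (Drosophila), stable Gal4 DBD–ROR gamma + UAS-luc; 1 hr cmpd preincubation; Cu2+ induction 700 uM final; 20 hr ambient; luminescence.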
# Tb PFK inh: inhibitors of T. brucei phosphofructokinase; O15648; Potency, µM (series often up to 57.5 µM), for inactives: top-dose activity, negative = inhibition, actives largely listed as inhibitors; hit rate 0.17% among 330,000; T. brucei PFK, ADP-Glo luminescence;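 further: potency means the concentration at half of the fitted maximal effect; 0% = uninhibited 1x PFK enzyme wells and -100% = no-enzyme wells; nearly all actives have a fitted effect of over 60% in size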
#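 ADP-Glo luminescence quantified ADP after 45 min at room temperature, with 1.25 nM T. brucei PFK, 0.1 mM ATP and 0.5 mM fructose-6-phosphate in pH 8.0 TEA buffer. qHTS titrations up to 57 µM; curves classified by quality.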
# Gal4-VP16 FLuc: inhibits Gal4-VP16 luciferase reporter, ROR gamma counter-screen | AID 2546 | Potency, µM (series often up to 53.6 µM), for the others: at the top dose activity, negative = inhibition, hits mostly inhibitors | hit rate 3.5% among 310,000 | Drosophila S2 Gal4-VP16 UAS-luciferase, luminescence, 20 h;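 further: Gal4-VP16 expression switched on by copper sulfate through the metallothionein promoter; potency means the concentration at half of the fitted maximal effect; on the % scale 0 is the no-effect control and ±100 the full control effect; nearly all actives have a fitted effect of over 50% in size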
# BRCA1 expr up: BRCA1 expression activation. Potency, µM (doses to about 46.1 µM), inactives show at the top dose activation, actives largely listed as activators. hit rate 1.1% among 380,000. MCF7-BRCA1-FFLuc reporter, luminescence, 48 h; response scale: scaled: vehicle 0%, 10 µM genistein 100%; further: potency means the concentration at half of the fitted maximal effect; nearly all actives have a fitted effect of over 80% in size; some results filed as inactive show a strong effect at the top dose
#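 Quantitative HTS in MCF7 cells stably reporting BRCA1 expression via firefly luciferase. Compound treatment lasts 48 h at 37 °C in phenol-red free MEM. Activation is expressed relative to genistein at 10 microM and DMSO.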
# p53 reactivator: mutant p53 re-activation in reporter cells | H1299 p53-A138V BP100-luciferase reporter, luminescence, 24 h | Potency, µM (top dose mostly 92.2 µM), for the others: top-dose activity change, positive = activation, usual class: activators | hit rate 0.063% among 320,000 | AID 504706; further: potency means the concentration at half of the fitted maximal effect; % of control where 0% means no effect; nearly all actives have a fitted effect of over 45% in size
#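 p53-null H1299 cells stably carrying temperature-sensitive p53-A138V and a BP100-luciferase reporter were pinned with compounds (4-point, 1:5 series) and held 24 hrs at 37 deg C. Luminescence was read 10 min after detection reagent.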
# Rab9 promoter act: activators of Rab9 promoter; AID 485297; Potency, µM (doses to about 9.22 µM), for the others: at the top dose activation, negative = inhibition, most hits filed as activators; Huh7 Rab9 promoter-luciferase reporter, luminescence, 24 h; hit rate 2.8% among 320,000; further: potency means the concentration at half of the fitted maximal effect; % of control where 0% means no effect; nearly all actives have a fitted effect of over 60% in size
#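 Cells were plated at 1500 per well in reduced-serum medium with 10% FBS and left 2 h. Compound in DMSO was then added for 24 h at 37 °C. Reporter signal was read by luminescence after 10 min with luciferase detection reagent.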
# ELG1 genotoxic: inducers of genotoxicity in HEK293T ELG1-luciferase cells | HEK293T ELG1-luciferase reporter, luminescence, 16 h | hit rate 1.3% among 330,000 | Potency, µM (highest dose often 46 µM), for inactives: top-dose activity change, positive = activation, usual class: activators; further: potency means the concentration at half of the fitted maximal effect; % of control where 0% means no effect; nearly all actives have a fitted effect of over 60% in size
#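 Reporter readout depends on ELG1 protein level, which increases with genetic stress. After 16 hr compound exposure at 37 °C, luciferase activity was quantified using ONE-Glo.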
# An asterisk follows results filed as active; ? = inconclusive; nt = no result given; & = joins results of further samples; [ ] = dose if it differs, or a comment. Unless noted, the call rests on the fitted dose curve; in most records, active means well fitted curve in the direction sought with a large enough effect; inconclusive means small, poorly fitted or top-dose-only effect, or another doubt; inactive means no such curve, though single readings can be large; an effect the other way counts as inactive or inconclusive.
entry	smiles	ELG1 repair inh	TRPV1 ag	NPC1 promoter act	FLuc counter	RORgamma inh	Tb PFK inh	Gal4-VP16 FLuc	BRCA1 expr up	p53 reactivator	Rab9 promoter act	ELG1 genotoxic
1	c1ccc(Cn2ncc3c2ncn2c(-c4ccncc4)nnc32)cc1	-6%	5	22%	-7%	-2%	3%	-6%	nt	2%	-4%	-1%
2	S=C(NCc1ccco1)N1CCC(c2nc3ccccc3o2)CC1	?	24	-2%	-7%	13%	0%	-3%	3%	1%	-5%	-2%
3	CC(C)(C)OC(=O)N1CCC[C@H]1c1nnc(SCc2c(F)cccc2Cl)o1	-27%	10	0%	0%	8%	-1%	-5%	-13%	-1%	-6%	-7%
4	Nc1ccc2nc(SCC(=O)N3CCOCC3)sc2c1	?	4	13%	-14%	27%	4%	19%	67%	2%	23%	14%
5	COc1ccc(OC)c(NC(=O)c2c3c(nc4ccccc24)CCC3)c1	0%	nt	5%	3%	-17%	1%	0%	-17%	-6%	8%	1%
6	O=C(COC(=O)c1ccc(F)c(S(=O)(=O)N2CCOCC2)c1)Nc1ccc2[nH]c(=O)[nH]c2c1	2%	0	0%	0%	nt	?	nt	-1%	7%	5%	-2%
7	N#CC(c1ccccc1)c1ccc2c(C(F)(F)F)cc(C(F)(F)F)nc2n1 (configuration not stated)	?	5	-2%	-19%	11µM*	-1%	?	-74%	2%	-4%	-14%
8	O=C(NCCC1=CCCCC1)c1cc(-c2ccccn2)nc2ccccc12	4%	?	-1%	5%	?	0%	8%	5%	0%	-4%	2%
9	COc1cc(/C=N/N2CCOCC2)ccc1OC(=O)c1ccco1	?	10	-12%	-14%	?	-7%	5%	0%	-4%	18%	6%
10	O=C(NCCc1cccc(Cl)c1)c1cc2ccccc2oc1=O	1%	2	1%	4%	4%	4%	-6%	9%	-1%	2%	0%
11	Cc1ccc2oc(-c3cccc(NC(=O)Cn4cnc5c(=O)n(C)c(=O)n(C)c54)c3)nc2c1	?	-2	13%	3.8µM*	14%	-2%	6%	nt	9%	18%	17%
12	COc1cc(OC)cc(-c2nc(SCC(=O)Nc3ccccc3F)n[nH]2)c1	7%	0	0%	1%	3%	3%	0%	-22%	11%	0%	2%
13	COc1ccc(S(=O)(=O)/N=C2/NC(=O)/C(=C\c3cc(OC)c(OC)cc3[N+](=O)[O-])S2)cc1	10%	0	-2%	-1%	-8%	-1%	-6%	-18%	0%	-7%	2%
14	O=[N+]([O-])c1cccc(-n2cc3ccc([N+](=O)[O-])cc3n2)c1	?	0	18%	1%	nt	1%	nt	49%	?	25%	5%
15	O=C(CN1CCN(Cc2ccc3c(c2)OCO3)CC1)Nc1ccc2[nH]c(=O)[nH]c2c1	-1%	nt	nt	nt	nt	-2%	nt	-1%	1%	nt	8%
16	CC(=O)N1N=C(c2ccc(Br)cc2)OC1(C)CC(=O)Nc1ccccc1 (configuration not stated)	-18%	1	-2%	3%	15%	-7%	-17%	-49%	-10%	-4%	-4%
17	C#CCN1C(=O)S/C(=C\c2ccc(-c3ccc(C(=O)O)cc3C)o2)C1=O	?	0	1.1µM*	7.6µM*	?	-11%	-11%	?	nt	2.5µM*	?
18	Cc1cc(OCC(=O)N(C)C)c2c(-c3ccccc3)cc(=O)oc2c1	?	10	-5%	-1%	-27%	-1%	0%	0%	1%	-7%	-4%
19	O=C(Cc1ccccc1)Nc1c2c(nn1-c1cccc(Cl)c1)CS(=O)(=O)C2	7%	1	-1%	-1%	-29%	-4%	2%	9%	-2%	-6%	-10%
20	O=C(COC(=O)CCS(=O)(=O)c1ccc(F)cc1)NC1CCCCC1	7%	2	-2%	-1%	nt	6%	nt	13%	-16%	-6%	2%
21	Cc1cc(=O)[nH]c(N/N=C/C=C/c2ccccc2)n1	2%	9	0%	-10%	13µM*	-2%	-20%	11%	17%	-1%	-1%
22	Cc1ccc(OCc2nc(-c3ccccn3)no2)cc1	?	-9	1.1µM*	4.8µM*	38%	-3%	-23%	?	?	1.4µM*	3.7µM*
23	O=C(NNC(=O)C12CC3CC(CC(C3)C1)C2)c1ccccn1	?	0	-13%	-7%	0.5µM*	-1%	4.5µM*	-90%	?	-33%[inhibitor]	?
24	COC(=O)CN(c1nc(C)c(Br)c(OC)n1)S(=O)(=O)c1ccccc1	-1%	?	-4%	5%	9%	1%	0%	-18%	nt	-1%	0%
25	Clc1ccc(OCCCN2CCCC2)cc1Cl	-1%	0	-2%	3%	-13%	-12%	3%	-50%	-6%	-2%	-5%
26	Cc1ccccc1COC(=O)CCC1=NS(=O)(=O)c2ccccc2N1	1%	-4	0%	-2%	22%	-14%	9%	7%	-1%	-2%	-1%
27	CCc1cc(C(=O)O)c(NC(=O)/C=C/c2ccc(OC)cc2)s1	?	1	2.5µM*	12µM*	23%	0%	-1%	?	?	2.8µM*	?
28	CSCC[C@H](NC(=O)OC(C)(C)C)C(=O)N/N=C/c1cccc2nccnc12	-18%	-5	0%	6%	-14%	1%	-3%	2%	-3%	-2%	0%
29	COc1ccc(OC)c2c1sc(=NC(=O)c1cccc(N3C(=O)CCC3=O)c1)n2C	?	6	1%	0%	20%	-1%	-20%	21%	0%	-2%	13%
30	CCn1c(SCC(=O)Nc2ccc(S(N)(=O)=O)cc2)nnc1-c1ccccc1OC	-7%	5	2%	2%	16%	5%	-8%	-5%	1%	2%	-1%
31	Clc1ccc(OCCCc2nc(-c3ccncc3)no2)c(Cl)c1	3%	3	-1%	-16%	-1%	-1%	-11%	-6%	-12%	-2%	-5%
32	NC(=O)COC(=O)CCCSc1nc2ccccc2s1	0%	22	-6%	?	7.9µM*	-2%	13µM*	-44%	-3%	-11%	-1%
33	Cc1cccc(N2CCN(S(=O)(=O)c3c(C(=O)N4CCCCC4)c(C)n(C)c3C)CC2)c1C	-25%	3	-2%	0%	18%	1%	9%	-20%	-6%	1%	-6%
34	CCOc1ccc(C(=O)NCC2CCCN2S(=O)(=O)c2cccs2)cc1 (configuration not stated)	-16%	8	-1%	1%	nt	12%	nt	6%	-8%	-4%	-5%
35	Cc1c(CC(=O)O)c(=O)oc2cc3occ(-c4ccccc4)c3cc12	8%	-4	4%	?	17%	20%	22%	27%	16%	-4%	5%
36	COc1cc2cc(CN(Cc3cccs3)C(=S)Nc3cccc(C)c3)c(=O)[nH]c2cc1OC	7.3µM*	-5	-1%	-1%	0%	-2%	?	nt	-5%	-10%	-8%
37	O=C(NC(=S)Nc1ccc(CN2CCOCC2)cc1)c1cccc([N+](=O)[O-])c1	2%	7	2%	-11%	?	0%	?	1%	-8%	2%	0%
38	CC1(C)CC(=O)C(C=NCCN2CCN(C3CC(=O)N(c4ccc(Cl)c(Cl)c4)C3=O)CC2)=C(O)C1 (configuration not stated)	-26%	0	-5%	6%	23%	-3%	-3%	-6%	8%	-1%	0%
39	CCN(CC)CCCNC(=O)COc1ccc2oc3c(c2c1)CCCC3	0%	1	-12%	-3%	7%	1%	4%	-7%	-5%	1%[1.84 µM]	-3%
40	CCc1ccc(/C=C2\Oc3cc(OC(=O)N4CCOCC4)ccc3C2=O)cc1	-10%	?	-6%	7.6µM*	?	1%	?	-12%	-3%	-10%	0%
41	CC(NC(=O)c1ccco1)C(c1cccs1)N1CCN(c2ccccc2)CC1 (configuration not stated)	?	7	0%	-2%	-17%	-1%	1%	30%	-10%	-6%	-17%
42	O=C(CN(c1ccccn1)S(=O)(=O)c1ccc(F)cc1)Nc1ccccc1	-3%	1	-40%[inhibitor]	1%	16%	-5%	-11%	11%	-2%	-2%	-4%
43	c1ccn2c(SCc3ccc4c(c3)OCO4)nnc2c1	?	1	?	?	12%	0%	4%	?	?	?	17%
44	Cc1ccc2c(c1)N(CC(=O)NCCCN1CCCCC1)C(=O)c1cccnc1O2	22%	-2	1%	-1%&-1%	6%	1%	0%	3%	6%	1%	-7%
45	Cc1ccc(S(=O)(=O)N2CCN(c3ccnc4cc(Cl)ccc34)CC2)cc1	?	2	-7%	0%	?	5%	16µM*	-44%	-2%	-10%	-10%
46	Cc1cc(OCCOCCN(C)C)ccc1Cl	-2%	-1	-3%	-1%	-8%	2%	4%	-1%	6%	-8%	-1%
47	COc1ccc(C(=O)CN2CCN(c3ccc(Cl)cc3)CC2)cc1OC	-28%	-1	-2%	-2%	2%	-13%	-7%	-35%	3%	-7%	-9%
